# DT40 TDP1 no CPT – qHTS for Inhibitors of human tyrosyl-DNA phosphodiesterase 1 (TDP1): qHTS in cells in absence of CPT; DT40 Tdp1-/- hTDP1 cells, no CPT, ATP luminescence, 48 h; Potency, µM (top dose mostly 46.2 µM), for the others: top-dose activity change, negative = growth inhibition, most hits filed as inhibitors; 15% of 420,000 active; further: nearly all actives have a fitted effect of over 55% in size
#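 DT40 Tdp1-/-;hTDP1 cells, no CPT (DMSO vehicle only), 400 cells/well; compounds pin-transferred; ≥48 hr, 37 °C; CellTiter-Glo 30 min RT dark, luminescence read.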
# TDP1 cell CPT – qHTS for Inhibitors of human tyrosyl-DNA phosphodiesterase 1 (TDP1): qHTS in cells in presence of CPT; chicken DT40 Tdp1-/-;hTDP1 cells + 20 nM CPT, ATP luminescence, 48 h; Potency, µM (titrated, usually from 46.2 µM), inactives show at the highest dose activity change, negative = growth inhibition, actives largely listed as inhibitors; AID 686979, 2013; 12% of 420,000 active; further: nearly all actives have a fitted effect of over 55% in size
#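 Cell growth measured by CellTiter-Glo luminescence after a minimum 48 h, 37 C compound exposure with 20 nM CPT in Tdp1-knockout DT40 cells stably expressing hTDP1, seeded 400/well; qHTS titration format.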
# KAT2A inh – qHTS Assay for Inhibitors of GCN5L2 | Histone acetyltransferase KAT2A (Homo sapiens), Q92830 | GCN5L2 HAT assay, ThioGlo1 CoA-SH fluorescence | Potency, µM (series often up to 58.9 µM), for the others: at the highest dose activity change, negative = inhibition, actives largely listed as inhibitors | 0.21% of 390,000 active
# Target sequence (Q92830 whole entry, looked up): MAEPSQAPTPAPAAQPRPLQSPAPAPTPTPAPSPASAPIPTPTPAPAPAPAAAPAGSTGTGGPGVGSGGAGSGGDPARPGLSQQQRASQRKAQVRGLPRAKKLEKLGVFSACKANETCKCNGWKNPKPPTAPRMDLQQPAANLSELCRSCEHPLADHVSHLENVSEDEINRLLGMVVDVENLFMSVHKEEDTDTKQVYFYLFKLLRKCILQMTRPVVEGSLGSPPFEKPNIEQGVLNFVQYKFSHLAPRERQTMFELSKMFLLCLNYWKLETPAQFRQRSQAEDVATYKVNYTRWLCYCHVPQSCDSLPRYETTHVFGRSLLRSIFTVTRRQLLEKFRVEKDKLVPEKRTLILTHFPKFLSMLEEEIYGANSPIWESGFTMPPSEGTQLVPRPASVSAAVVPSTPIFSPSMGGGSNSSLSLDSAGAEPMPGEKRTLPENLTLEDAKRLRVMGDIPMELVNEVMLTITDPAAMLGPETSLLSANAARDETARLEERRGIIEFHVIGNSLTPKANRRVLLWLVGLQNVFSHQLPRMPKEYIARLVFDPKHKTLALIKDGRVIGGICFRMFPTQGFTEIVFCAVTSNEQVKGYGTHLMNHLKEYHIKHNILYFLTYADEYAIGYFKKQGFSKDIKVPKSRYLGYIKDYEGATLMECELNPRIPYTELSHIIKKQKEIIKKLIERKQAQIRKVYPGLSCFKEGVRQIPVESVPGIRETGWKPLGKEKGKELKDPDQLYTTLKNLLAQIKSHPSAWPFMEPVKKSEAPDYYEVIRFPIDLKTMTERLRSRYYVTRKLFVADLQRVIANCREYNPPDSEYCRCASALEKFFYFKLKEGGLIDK
#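 Free CoA generated was detected with ThioGlo1 (50uM) fluorescence at Ex340nm/Em540nm, read immediately and after 20 min at room temperature. Enzyme, 20 nM in HEPES pH 7.5 buffer, saw compounds 15 min before adding 75uM H3(1-25) peptide and 70uM acetyl-CoA.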
# The depositor's hits bear a star; ? = inconclusive; / = not tested or not shown; [ ] = another dose, or the depositor's remark. The call rests on the fitted dose curve; in most records, active means well fitted curve in the direction sought with a large enough effect; inconclusive means small, poorly fitted or top-dose-only effect, or another doubt; inactive means no such curve, though single readings can be large; an effect the other way counts as inactive or inconclusive. On the % scale 0 is the no-effect control and ±100 the full control effect; potency means the concentration at half of the fitted maximal effect. Only part of the results is shown; rates above refer to the full screens.
SMILES,DT40 TDP1 no CPT,TDP1 cell CPT,KAT2A inh
COc1cccc(C(=O)N[C@@H](C)C(=O)N2CCC3(CC2)NCCc2[nH]cnc23)c1,-12%,-6%,-2%
Cc1cc(NC(=O)COC(=O)c2cc([N+](=O)[O-])ccc2N2CCOCC2)ccc1Br,16µM*,?,-22%
Cc1c(C(C)NC(=O)Nc2ccc(F)cc2F)cnn1C (stereo unspecified),-20%,-2%,-12%
CCC(C(=O)NCc1ccc(F)cc1)N(CCc1ccccc1)C(=O)c1snc(C(N)=O)c1N (stereo unspecified),?,?,-2%
Cc1ccc(C(=O)N2CCN(c3ccccc3F)CC2)cc1S(=O)(=O)N1CCOCC1,?,-20%,0%
CCN(CC)S(=O)(=O)c1cc(NC(=O)CCc2c(C)noc2C)ccc1C,-27%,?,-8%
O=[N+]([O-])c1sccc1CS(=O)(=O)c1ccccc1,-3%,?,-4%
CC(=O)Nc1ccc(Oc2sc(C(=O)c3ccccc3)c(N)c2C#N)cc1,?,?,-6%
COc1ccccc1N(C)S(=O)(=O)c1ccc(C(=O)N(C)Cc2ccc(OC(F)F)cc2)cc1,23µM*,26µM*,-10%
COc1ccc(NC(=O)C(C)Sc2cc(-c3ccccc3)nc(C)n2)cc1Cl (stereo unspecified),21µM*,21µM*,-14%
CCn1c2ccccc2c2nnc(SCC(N)=O)nc21,-1%,-2%,-6%
CCCN1CCN(CCCNC(=O)c2ccc(NC(=O)C3=C(C)OCCS3)cc2)CC1,19%,-8%,-29%
CCC1CCCCN1CCCNC(=O)C(C)n1nc(C)c2sc3ccccc3c2c1=O (stereo unspecified),-2%,?,1%
CC(=O)Nc1c(C)cc(OCC(=O)O)cc1C,1%,24%,-6%
Cc1ccnc(NC(=O)CNC(=O)COc2ccccc2)c1,-9%,-4%,-10%
CC(C)(C)OC(=O)C[C@H]1C/C=C\C[C@@H](CC(=O)N(CCO)Cc2ccccc2)C(=O)N[C@H](Cc2ccccc2)COC1=O,?,?,-3%
COc1ccc(CN(C)C(=O)C2CSC3(C)CCC(=O)N23)c(OC)c1 (stereo unspecified),15µM*,12µM*,/
Nc1ccc(-c2nnn(CC(=O)N3CCCCC3)n2)cc1,-12%,1%,-6%
CCOc1ccccc1OCC(=O)Nc1cc(S(=O)(=O)N2CCCCC2)ccc1N1CCN(CC)CC1,16µM*,23µM*,-12%
CC1Cc2ccccc2N1C(=O)CSc1nnc(NC(=O)Cc2cccs2)s1 (stereo unspecified),?,-11%,-6%
COc1cc(C(=O)N2CCN(C(=O)c3cc(-c4ccccc4)n[nH]3)CC2)cc(OC)c1OC,17%,4%,-4%
CCC(=O)N1CCc2cc(Br)cc(S(=O)(=O)CCC(=O)N3CCN(c4ccccc4OC)CC3)c21,?,?,3%
COc1cccc(C(c2nnnn2C(C)(C)C)N2CCN(C3CCCCC3)CC2)c1OC (stereo unspecified),-9%,-22%,-7%
CCCCn1c(SCC(=O)NC2CCS(=O)(=O)C2)nc2cc(S(N)(=O)=O)ccc21 (stereo unspecified),-4%,-12%,-17%
COC(=O)c1ccc(OC(=O)CCN2C(=O)C3CCCCC3C2=O)cc1 (stereo unspecified),-18%,22%,21%

# (continued)
SMILES,DT40 TDP1 no CPT,TDP1 cell CPT,KAT2A inh
Cc1ccc(NC(=O)COC(=O)CN2CCCCCC2=O)c(C)c1,-14%,-12%,-2%
CCCc1nnc(NC(=O)Nc2ccc(OC)cc2)s1,-22%,-20%,-5%
COc1cc(NC(=O)c2ccc(NS(=O)(=O)c3c(C)noc3C)cc2)cc(OC)c1,-2%,0%,1%
CCOC(=O)C1CCCN(C(=O)c2ccc(SC(F)(F)F)cc2)CC1 (stereo unspecified),?,?,/
C/C(=N\NC(=O)c1sccc1-n1cccc1)c1cccs1,-15%,-12%,-5%
O=C(Cc1cccc(NC(=O)C2CCCN(C(=O)C3CCCCC3)C2)c1)Nc1ccc(C(=O)N2CCOCC2)cc1 (stereo unspecified),-1%,3%,/
COc1ccc(OC)c(-n2c(-c3ccccc3)n[nH]c2=S)c1,-4%,9%,3%
CC(C)(O)c1cn(-c2nonc2N)nn1,6%,3%,1%
Cc1ccc(Cn2nnc3c(=O)n(CC(=O)N4CCCc5ccccc54)cnc32)cc1,?,-17%,0%
CCOc1cc(CNCc2cccs2)cc(Br)c1OC,?,?,3%
Fc1cccc(Nc2ncnc3sc4c(c23)CCC4)c1,-2%,11%,-11%
CC(C)Sc1nc2sc3c(c2c2nnc(SCC(=O)NCc4ccco4)n12)CCCC3,18µM*,?,-23%
COC(=O)c1cnc(NNS(=O)(=O)c2ccc(C(F)(F)F)cc2)nc1C(F)(F)F,-27%,0%,-3%
COc1ccc(C(=O)NCC(=O)OCC(=O)c2ccc3c(c2)OCCO3)cc1,1%,-9%,-3%
CCN(CC)c1ccc(S(=O)(=O)N2CCCCC2)cc1NC(=O)CSCc1c(C)noc1C,?,?,/
CCN1C(=O)[C@H]2[C@@H](c3ccc(-c4ccc(F)cc4)cc3)N[C@@](C)(C(=O)OC)[C@H]2C1=O,21µM*,23µM*,1%
Cc1cccc(Nc2nc(N)nc(CCl)n2)c1,21µM*,13µM*,-1%
Cc1ccccc1N1CC(C(=O)Nc2ccc(Br)cc2)CC1=O (stereo unspecified),?,-24%,-1%
O=C(COC(=O)c1ccccc1)Nc1ccccc1Sc1ccccc1,-7%,-3%,-6%
CCOC(=O)Cc1cc(-c2ccccc2)nc2ccc3ccccc3c12,13µM*,?,-7%
N/C(Cc1nc2ccccc2s1)=N\O,-11%,?,-7%
CN(C)c1ccc(/C=C(\C#N)C(=O)OCC(=O)N(C)C2CCS(=O)(=O)C2)cc1 (stereo unspecified),-20%,-22%,-10%
CCc1nnc(N/N=C/c2cc(Br)c(O)cc2O)n1N,?,4.1µM*,-3%
CC1CCCN(C(=O)COC(=O)Cc2c(F)cccc2Cl)C1 (stereo unspecified),-17%,-7%,-2%
CN(C)S(=O)(=O)c1ccc2c(c1)C(CC(=O)O)OC2=O (stereo unspecified),2%,-2%,-4%

# Twelve compounds already listed, ordered by SMILES length, descending:
SMILES,DT40 TDP1 no CPT,TDP1 cell CPT,KAT2A inh
O=C(Cc1cccc(NC(=O)C2CCCN(C(=O)C3CCCCC3)C2)c1)Nc1ccc(C(=O)N2CCOCC2)cc1 (stereo unspecified),-1%,3%,/
CN(C)c1ccc(/C=C(\C#N)C(=O)OCC(=O)N(C)C2CCS(=O)(=O)C2)cc1 (stereo unspecified),-20%,-22%,-10%
CCN(CC)c1ccc(S(=O)(=O)N2CCCCC2)cc1NC(=O)CSCc1c(C)noc1C,?,?,/
CC(C)Sc1nc2sc3c(c2c2nnc(SCC(=O)NCc4ccco4)n12)CCCC3,18µM*,?,-23%
CCOC(=O)C1CCCN(C(=O)c2ccc(SC(F)(F)F)cc2)CC1 (stereo unspecified),?,?,/
CCOC(=O)Cc1cc(-c2ccccc2)nc2ccc3ccccc3c12,13µM*,?,-7%
Cc1ccccc1N1CC(C(=O)Nc2ccc(Br)cc2)CC1=O (stereo unspecified),?,-24%,-1%
CC1CCCN(C(=O)COC(=O)Cc2c(F)cccc2Cl)C1 (stereo unspecified),-17%,-7%,-2%
C/C(=N\NC(=O)c1sccc1-n1cccc1)c1cccs1,-15%,-12%,-5%
CCOc1cc(CNCc2cccs2)cc(Br)c1OC,?,?,3%
Cc1cccc(Nc2nc(N)nc(CCl)n2)c1,21µM*,13µM*,-1%
N/C(Cc1nc2ccccc2s1)=N\O,-11%,?,-7%

# (further entries)
SMILES,DT40 TDP1 no CPT,TDP1 cell CPT,KAT2A inh
O=C1C2C3C=CC(CC3)C2C(=O)N1c1ccc(Cl)cc1 (stereo unspecified),-18%,-8%,0%
Cc1cc(Br)cc2c1NC(=O)C2(O)CC(=O)c1ccco1 (stereo unspecified),-7%,-13%,4%
COc1ccccc1CNC(=O)Nc1nnc([C@H]2C[C@H](O)[C@@H](CO)O2)s1,-8%,-5%,/
Cc1nnc(SCC(=O)NCC2CCCO2)n1Cc1ccccc1 (stereo unspecified),2%,-4%,1%
COc1ccc(CN2CCN(S(=O)(=O)c3ccc(F)cc3)CC2)c(OC)c1OC,?,?,-6%[0.501 µM]
CCN(CC)S(=O)(=O)c1cc(NC(=O)CSc2nccn2C)ccc1C,-11%,7%,-1%
COc1ccc(C(c2sc3nc(C)nn3c2O)N2CCC(O)CC2)cc1OC (stereo unspecified),6%,-1%,0%
CC(C)C1Nc2ccc(S(N)(=O)=O)cc2C2C=CCC21 (stereo unspecified),-15%,?,-7%
O=C(COC(=O)C1CCN(S(=O)(=O)c2ccc3c(c2)OCCO3)CC1)Nc1cccc2ccccc12,-29%,-23%,-2%
CN(C)C(=O)/C(=C\c1cccc(Oc2ccccc2)c1)NC(=O)c1ccccc1,?,16µM*,5%
CCCCCC(=O)NC(=S)Nc1ccc(N2CCOCC2)cc1,?,-8%,2%
CCC(=O)N1c2ccccc2NC2=C(C(=O)CCC2)C1c1ccco1 (stereo unspecified),-3%,25%,-5%
CCOC(=O)/C=C/C(=O)Nc1ccc(S(=O)(=O)N2CCc3ccccc32)cc1,15µM*,23µM*,1%
COc1ccc(NC2CCCN(C(=O)c3ccc4nc(C)c(C)nc4c3)C2)cc1OC (stereo unspecified),7%,-10%,-1%
Cn1nc(C(F)(F)F)c(C(=O)Nc2ccc(Cl)cc2)c1Cl,?,?,-9%
CC1(NCc2ccc(Cl)cc2)COP(=O)(NCc2ccccc2)OC1 (stereo unspecified),-15%,-18%,/
COc1cc(NC(=O)CN2C(=O)NC(C)(c3ccc4ccccc4c3)C2=O)c(C)cc1[N+](=O)[O-] (stereo unspecified),?,?,-5%
CCCc1nc(NCc2ccccn2)c2nnn(Cc3ccccc3F)c2n1,?,?,98%[activator]
COc1ccc(CNC(=O)[C@@H](C)NC(=O)C2CCN(C(=O)[C@@H](N)CCSC)CC2)cc1,-10%,-3%,-2%
CCOc1ccc(OCC)c(S(=O)(=O)NCCOC23CC4CC(CC(C4)C2)C3)c1,13µM*,?,-4%
CC1(C)CC(CC(=O)O)CC(C)(C)N1,5%,24%,-2%
CS(=O)(=O)N(CC(=O)N1CCN(c2ccccc2F)CC1)c1ccc2c(c1)OCCO2,-21%,-15%,0%
CC1OC2(OC1C)C(=O)Nc1ccccc12 (stereo unspecified),0%,3%,-2%
O=C1CS(=O)(=O)C2(C(=O)N(Cc3ccccc3)c3ccccc32)N1c1ccccc1 (stereo unspecified),-11%,-10%,-2%
NC(=O)c1ccc2c(c1)S(=O)(=O)c1ccccc1C2=O,16µM*,-26%,-4%

# Some values from above:
# DT40 TDP1 no CPT, `COc1ccccc1CNC(=O)Nc1nnc([C@H]2C[C@H](O)[C@@H](CO)O2)s1` is entered as -8%
# KAT2A inh, `CCC(=O)N1CCc2cc(Br)cc(S(=O)(=O)CCC(=O)N3CCN(c4ccccc4OC)CC3)c21` is entered as 3%

# Next compounds.
SMILES,DT40 TDP1 no CPT,TDP1 cell CPT,KAT2A inh
CCCNc1c(F)c(F)c2c(C)c3ccccc3nc2c1F,?,?,?
COc1cc(OC)cc(C(=O)NCCSC2CCCCC2)c1,-15%,-13%,-7%
N#Cc1ccc(C(=O)N(Cc2ccco2)c2c(N)n(Cc3ccccc3)c(=O)[nH]c2=O)cc1,17%,2%,-7%
C[C@@H](NCCc1ccc(O)cc1)[C@@H](O)c1ccc(O)cc1,-2%,8%,-29%
CCc1ccccc1N(C)C,-27%,-26%,/
O=C(Cc1ccccc1)NN1C(=O)/C(=C/c2ccccc2C(=O)O)SC1=S,8%,0%,-19%
CCc1ccc(N2CC(C(=O)Nc3ccc(S(=O)(=O)N4CCCCC4)cc3)CC2=O)cc1 (stereo unspecified),?,?,-4%
CC(=O)N/C(=N/c1nc(C)cc(C)n1)Nc1ccc(NC(C)=O)cc1,-13%,-22%,0%
CCc1noc(C)c1C(=O)OCC(=O)NCc1ccccc1,-7%,-13%,0%
CCOC1=C2[C@H]([C@H]3C(=O)N(c4ccccc4)C(=O)[C@H]3C1)[C@@H](C(C)C)N(S(=O)(=O)c1ccc(C)cc1)[C@H]2c1ccccc1,?,?,/
CCOC(=O)[C@]12Cc3c(cc(OC)c(OC)c3OC)[C@H]1N(Cc1ccccc1)C(=O)c1cc(F)c(F)cc12,26µM*,?,/
COc1ccccc1C(c1nnnn1C(C)(C)C)N1CCN(Cc2ccccc2)CC1 (stereo unspecified),?,-26%,-1%
CCCCCCCC(=O)O[C@H](CC(=O)O)C[N+](C)(C)C,-14%,4%,-12%
O=S1(=O)N[C@@H](Cc2ccccc2)COc2cccc(N3CCN(Cc4ccccc4F)CC3)c21,18µM*,?,/
CCOC(=O)C1CCN(C(c2cc3ccc(C)c(C)c3[nH]c2=O)c2nnnn2C2CCCCC2)CC1 (stereo unspecified),?,?,-4%
CC(SCc1cn2cc(Cl)ccc2n1)C(=O)O (stereo unspecified),-10%,-9%,-6%
COc1cc(OC)c(NC(=O)c2cc(CN3CCOCC3)on2)cc1Cl,-19%,1%,5%
